From PubChem BioAssay
A3G deaminase = APOBEC3G (human) deaminase inhibition; recombinant A3G, ssDNA deamination FAM/TAMRA fluorescence; inhibition, % at 20 µM; hit rate 0.28% among 330,000; AID 493012;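 active means inhibition of at least 40% at 20 µM, with no more than 30% in the related APOBEC3A deaminase screen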;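 further: plate controls were DMSO wells with A3G for no effect and wells lacking A3G enzyme for full effect; some compounds called inactive have numbers as strong as hits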
Target sequence (Q9HC16 whole entry, looked up): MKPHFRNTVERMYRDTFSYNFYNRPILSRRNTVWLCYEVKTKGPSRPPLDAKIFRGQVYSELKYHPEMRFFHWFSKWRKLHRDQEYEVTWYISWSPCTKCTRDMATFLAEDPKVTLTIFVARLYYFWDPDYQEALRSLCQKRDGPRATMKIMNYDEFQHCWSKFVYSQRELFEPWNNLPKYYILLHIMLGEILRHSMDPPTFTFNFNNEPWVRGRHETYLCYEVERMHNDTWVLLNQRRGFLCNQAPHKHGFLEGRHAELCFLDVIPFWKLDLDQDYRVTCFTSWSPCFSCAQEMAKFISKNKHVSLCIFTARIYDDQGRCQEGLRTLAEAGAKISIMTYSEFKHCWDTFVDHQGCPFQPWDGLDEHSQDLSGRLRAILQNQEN
hIAP block = human IAP inhibition. P09923. purified IAP, CDP-Star luminescence, 30 min. inhibition, % at 10 µM. hit rate 0.12% among 330,000. AID 2544;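 active means inhibition reaching a set limit with compound at 10 µM in the primary screen, cut at about 35% in these data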;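 further: plate controls were DMSO wells with enzyme for no effect and no-enzyme buffer wells for full effect; values of inactives mirror those of a sister screen read the other way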
Target sequence (P09923 whole entry, looked up): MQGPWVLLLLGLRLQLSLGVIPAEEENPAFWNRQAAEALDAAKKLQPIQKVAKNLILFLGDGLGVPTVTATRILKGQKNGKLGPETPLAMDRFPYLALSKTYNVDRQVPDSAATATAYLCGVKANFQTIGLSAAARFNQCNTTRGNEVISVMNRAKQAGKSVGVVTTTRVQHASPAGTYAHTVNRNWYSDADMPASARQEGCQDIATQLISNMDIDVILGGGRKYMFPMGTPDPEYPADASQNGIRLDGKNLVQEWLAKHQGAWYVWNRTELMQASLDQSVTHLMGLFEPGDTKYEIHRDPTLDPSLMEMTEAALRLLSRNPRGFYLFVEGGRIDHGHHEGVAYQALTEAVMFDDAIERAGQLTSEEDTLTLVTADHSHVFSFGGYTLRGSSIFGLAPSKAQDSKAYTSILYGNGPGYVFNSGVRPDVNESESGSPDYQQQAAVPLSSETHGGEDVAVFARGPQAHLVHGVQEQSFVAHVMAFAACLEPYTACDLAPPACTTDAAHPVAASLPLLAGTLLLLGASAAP
mIAP block = blocks mouse intestinal alkaline phosphatase; purified mouse IAP, CDP-Star luminescence, 30 min; inhibition, % at 10 µM; hit rate 0.2% among 330,000;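 active means inhibition of at least 40% at 10 µM in the primary screen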;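 further: plate controls were DMSO with enzyme for no effect and no enzyme wells for full effect; values of inactives mirror those of a sister screen read the other way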
APOBEC3A inh = human APOBEC3A DNA deaminase inhibition; hit rate 0.41% among 330,000; AID 493011; inhibition, % at 20 µM; recombinant A3A, FAM/TAMRA ssDNA deamination fluorescence;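 active means at least 40% inhibition at 20 µM here, with at most 30% in a related deaminase screen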;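 further: plate controls were A3A with DMSO for no effect and wells lacking A3A enzyme for full effect; some results filed as inactive read as strong as hits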
beta cell repl = inducers of beta-cell replication in MIN6 cells. proliferation, % at 10 µM. AID 2380. hit rate 0.29% among 330,000. MIN6 cells proliferation, ATPlite luminescence, 48 h; cells starved in 0.2% serum; 100% = growth in 10% serum;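 active means compounds whose signal lies at least 3.5 SD above the mean of all wells on their plate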;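 further: 0% = DMSO-treated cells in low-serum medium and 100% = 10% serum control; some compounds called inactive have numbers as strong as hits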
mIAP activ = increases mouse intestinal alkaline phosphatase activity | muIAP, CDP-Star luminescence, 30 min; active compounds read high; 1 = vehicle-only enzyme signal, 0 = enzyme-free wells | activation factor at 10 µM | hit rate 0.24% among 330,000 | AID 2805;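 active means activation factor of at least 2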; further: the source names both 10 and 20 µM as test concentration; values of inactives mirror those of a sister screen read the other way
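Assay system: mouse IAP enzyme / Compound: DMSO-dissolved test compounds / Timing: 30 min, room temperature / Measured by: luminescence from enzymatic CDP-Star hydrolysis / Control set: DMSO-only wells, enzyme-free buffer wells as negative control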
MPTP block = permeability transition pore inhibition. isolated mouse mitochondria, Ca2+ swelling absorbance, 30 min. inhibition, % at 10 µM. hit rate 1.4% among 360,000;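 active means inhibition of 50% or more, scaled per plate between neutral and stimulator controls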;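 further: 0% = DMSO wells given calcium and 100% = 1 mM EGTA wells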
hIAP activ = increases human intestinal alkaline phosphatase activity; P09923; purified human IAP, CDP-Star luminescence, 30 min; active compounds read high; 1 = vehicle-only enzyme, 0 = enzyme-free background; activation factor at 10 µM; hit rate 0.16% among 330,000; AID 2524;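 active means activation factor of the enzyme at least 2-fold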; further: the source names both 10 and 20 µM as test concentration; values of inactives mirror those of a sister screen read the other way
GRIN3A LBD mod = modulators (binders) of human NR3A ligand-binding domain; Tm shift relative to glycine control, % at 25 µM; hit rate 2.5% among 340,000; NR3A LBD differential scanning fluorimetry, Tm shift; 0% = protein alone, 100% = glycine-bound protein; AID 1259313;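 active means melting temperature shift of at least 10% of the positive control shift, at one fixed dose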
Active calls of the source: *; nt = no result given. Outcome played no part in choosing rows; overall some 5% were active at least once.

SMILES	A3G deaminase	hIAP block	mIAP block	APOBEC3A inh	beta cell repl	mIAP activ	MPTP block	hIAP activ	GRIN3A LBD mod
CC(=O)c1cccc(N(C(=O)CNC(=O)c2ccco2)C(C(=O)NC2CCCC2)c2ccncc2)c1 (stereo unspecified)	-10	5	7	-4	-1	0.93	1.1	0.95	-3
O=S(=O)(c1ccccc1F)N1CCN(Cc2cc3c(cc2O)OCO3)CC1	-4	2	-3	-5	0	1	-2.1	0.98	-2
CC(OC(=O)Cn1cnc2ccccc2c1=O)C(=O)N(C)c1ccccc1 (stereo unspecified)	-7	8	6	0	2	0.94	0.4	0.92	1
NC/C(=N\O)c1ccc(Cl)cc1Cl	0	-14	7	-3	-3	0.93	0.4	1.1	-2
O=C(OC1CCOC1=O)c1ccc(Cl)c(S(=O)(=O)N2CCCCC2)c1 (stereo unspecified)	-6	-16	-1	8	0	1	1.6	1.2	1
COc1ccc(OC)c(NC(=O)CC2SC(=N)N(c3ccccc3)C2=O)c1 (stereo unspecified)	-1	-15	-5	1	-3	1	-1.2	1.2	-1
O=C(Nc1ccccc1SCC1CSc2nc3ccccc3c(=O)n21)c1cccc(Cl)c1 (stereo unspecified)	-5	22	-3	1	-1	1	0.1	0.78	0
Cn1c(=O)cc(OCCCC(=O)NCc2ccc(F)cc2Cl)c2ccccc21	-7	2	0	-1	4	1	1.9	0.98	-3
CCn1c(SCC(=O)N2CCN(S(=O)(=O)c3ccccc3)CC2)nnc1-c1cccs1	-8	-23	-3	-1	-3	1	1.1	1.2	-1
COc1ccc(CN(C)CC(=O)NCC(=O)Nc2c(C)cccc2C)cc1	-10	9	-12	3	0	1.1	-0.8	0.91	-1
Cc1cc(C)n(-c2ccc(S(=O)(=O)N3CCCC3)cc2[N+](=O)[O-])n1	-7	12	-3	0	0	1	-0.2	0.89	0
CC(C)n1ncc2c(C(=O)Nc3cccc(S(=O)(=O)N(C)C)c3)cc(C3CC3)nc21	-8	13	0	-3	1	1	1.3	0.87	-7
Fc1ccc(CO/N=C2\CCCc3nonc32)cc1	-5	-13	-12	-3	-1	1.1	-1.4	1.1	-1
CCCN1CCc2c(sc(NC(=O)c3ccc(S(=O)(=O)N(C)c4ccccc4)cc3)c2C(=O)NC)C1	-5	-13	-1	-3	-6	1	-0.5	1.1	-4
O=C(COC(=O)/C=C/c1ccc(C(F)(F)F)cc1)NC1CCS(=O)(=O)C1 (stereo unspecified)	5	-4	5	2	-4	0.95	0.6	1	-1
O=C(Nc1c(-c2ccccc2)nc2ccccn12)c1cccc(F)c1	-4	-9	-10	-1	-2	1.1	0.7	1.1	4
COc1ccc(NC(=O)N2CCCC(CCC(=O)N(C)CCc3ccccn3)C2)cc1 (stereo unspecified)	1	-21	-8	0	-2	1.1	0.2	1.2	1
Cc1nc2ncnn2c(C)c1Cc1ccccc1Cl	6	-6	9	2	-3	0.91	-1.3	1.1	-1
Cc1cccc(C(=O)OCC(=O)Nc2ccc(F)cc2)c1	1	-6	5	4	-1	0.95	0.6	1.1	3
COc1ccc2cc(CCNC(=O)c3ccc(S(=O)(=O)N4CCCC4)cc3)c(=O)[nH]c2c1	-5	-1	5	0	1	0.95	-0.8	1	4
Cc1ccc(-n2c(SCc3ccc(C#N)cc3)nnc2-c2ccccn2)cc1	-5	-2	11	-1	0	0.89	-0.7	1	-1
CCCCC1(C)OC(=O)C(=Cc2ccc(N(CC)CC)cc2)C(=O)O1 (stereo unspecified)	-3	16	10	3	-3	0.9	2.1	0.84	3
Cc1nn(-c2nnc(C)c(=O)[nH]2)c(C)c1SCC(=O)Nc1ccc(F)cc1	-3	-21	10	-2	-4	0.9	-0.3	1.2	0
Cc1ncc(CO)c(CNc2ccc(Oc3ccccc3)cc2)c1O	-8	-8	3	-1	0	0.97	7.6	1.1	0
CCN(CC)S(=O)(=O)c1ccc(O)c(C(=O)OCC(=O)NC2CCCC2)c1	-3	0	-3	2	-1	1	-1.1	1	-1
CC1(CCC(=O)N2CCCC(Nc3ccc(F)cc3)C2)CC1 (stereo unspecified)	-9	-11	9	-3	5	0.91	0.1	1.1	4
COCCNc1nc(N)c([N+](=O)[O-])c(NCC2CCCO2)n1 (stereo unspecified)	-14	13	13	-3	0	0.87	-14	0.87	-4
CCCCN(CC)C(=O)Cc1ccc(Br)cc1	2	2	0	2	-3	0.99	-2.1	0.98	1
CC(C)(C)NC(=O)CCN(/N=C/c1ccccc1)C1=NS(=O)(=O)c2ccccc21	-3	-8	8	-3	-1	0.93	0.0	1.1	1
CCN(CC(=O)Nc1c(F)cccc1F)C(=O)C1CCN(S(=O)(=O)c2ccc(F)cc2)CC1	-7	11	7	0	-1	0.93	-2.4	0.89	0
CC(=O)c1cccc(NC(=O)NC2CCCCC2)c1	-4	-13	-6	-9	-3	1.1	-1.3	1.1	-2
CCN(C(=O)C(C)OC(=O)CCCNC(=O)c1ccc(Cl)cc1)c1ccccc1 (stereo unspecified)	-10	1	0	0	0	0.99	-1.4	0.99	0
CCCCN1CC(C(=O)NCc2ccc(C)cc2)CC1=O (stereo unspecified)	-2	12	1	2	-4	0.99	-0.4	0.89	1
CSCC[C@H](NC(=O)OC(C)(C)C)c1nnc(SCC(=O)N(C)C)o1	-4	7	8	-1	0	0.92	-1.5	0.93	4
COC(=O)CN(c1ccc(C)cc1)S(=O)(=O)c1ccc(F)cc1	1	7	-1	3	-3	1	0.3	0.93	1
CCOC(=O)C1CCN(C(=O)CN2C(=O)NC3(CCCCC3)C2=O)CC1	-3	-4	6	4	-7	0.94	-1.9	1	-3
O=C(CNS(=O)(=O)c1ccc(Br)s1)NCCc1ccc(Cl)cc1	0	-28	-12	-4	-3	1.1	1.0	1.3	-5
O=C(O)C1=C[C@H](c2ccc(Br)cc2)C[C@H](OCCCCO)O1	-8	-5	7	-2	-4	0.93	-1.3	1	-1
Cc1ccsc1CN(C(=O)c1ccccc1)C1CCS(=O)(=O)C1 (stereo unspecified)	-2	-6	0	-3	-1	1	-1.1	1.1	2
O=C(O)C1C2CCC(O2)C1C(=O)Nc1ccc(F)c(Cl)c1 (stereo unspecified)	-4	-1	5	-1	-1	0.95	-0.1	1	-1
COc1cccc(C(=O)OCC(=O)c2ccc(Br)s2)c1	2	7	-2	-1	-2	1	-1.8	0.93	2
O=C(N/N=C/c1ccc(N2CCOCC2)cc1)c1ccc(O)cc1	0	-5	3	-12	-2	0.97	0.6	1	-5
Cc1cc(C(=O)Nc2ccc(N3CCCC3)c(Cl)c2)ccc1[N+](=O)[O-]	-7	-3	13	-4	-5	0.87	80*	1	-25
COc1ccccc1-n1cc(-c2ccccc2)[nH]c1=S	-9	5	0	-6	0	1	1.2	0.95	0
CN(C)S(=O)(=O)c1ccc(C(=O)NCC(=O)N/N=C/c2ccco2)cc1	-2	-7	13	4	-2	0.87	0.8	1.1	0
Cc1nc(NC(=O)COC(=O)C2CC3CCCC(C2)C3=O)c(Cl)cc1Cl (stereo unspecified)	-4	-2	2	1	0	0.98	0.0	1	1
CCOC(=O)CC(=O)CSc1nc(-c2ccccc2)cc(-c2ccc(Cl)cc2)c1C#N	-8	0	6	2	-4	0.94	-1.0	1	0
CCOC(=O)CN1C(=O)C(O)(C2CCc3ccccc3C2=O)c2ccccc21 (stereo unspecified)	-6	10	-4	-1	1	1	-0.5	0.9	0
CCN(CC)c1ccc(/C=N/NS(=O)(=O)c2ccc(CNC(C)=O)cc2)cc1	-5	2	8	-3	1	0.92	0.5	0.98	-1
O=C(CSc1nnnn1-c1ccccc1)Nc1ccc(N2CCOCC2)c(Cl)c1	15	9	-6	64*	-1	1.1	1.5	0.91	-6
CCOc1ccc(C(=O)CCCC(=O)c2ccc(OCC)cc2)cc1	-2	22	-1	-1	-2	1	-0.2	0.78	1
CC[C@@H](C)[C@H](N)C(=O)NC[C@H]1O[C@@H](n2cnc3c(N)ncnc32)[C@H](O)[C@@H]1O	1	nt	-12	-1	nt	1.1	0.8	nt	-1
CC(C)(C)c1ccc(NC(=O)C2CCCN(c3cnccn3)C2)cc1 (stereo unspecified)	4	11	-10	1	-2	1.1	-0.1	0.89	-1
O=c1c(OC2OC(CO)C(O)C(O)C2O)c(-c2ccc(O)c(O)c2)oc2cc(O)cc(O)c12 (stereo unspecified)	-9	56*	14	-2	2	0.86	-0.5	0.44	-2
COc1ccccc1N1CCN(S(=O)(=O)c2c[nH]c(=O)[nH]c2=O)CC1	-9	8	8	-3	3	0.92	-1.3	0.92	1
CC(C)CNC(=O)NC1(C(F)(F)F)Oc2ccccc2O1	-16	11	0	3	-5	1	1.3	0.89	1
O=C(NCc1cccnc1)c1ccc2c(c1)C(=O)N(Cc1ccccc1)C2=O	-1	0	-1	-2	-2	1	-0.2	1	-3
CN(CC1CCCN(CCc2ccc(F)cc2)C1)C(=O)CCC(N)=O (stereo unspecified)	-8	-37	-7	1	2	1.1	0.4	1.4	-3
CCOC(=O)c1cnc2c(cnn2C)c1NCCCN(C)C	5	-7	-4	4	-1	1	-1.4	1.1	-1
COc1ccc(N(CC(=O)Nc2c(C)n(C)n(-c3ccccc3)c2=O)S(=O)(=O)c2ccc(F)cc2)cc1	-7	-7	-1	-2	-1	1	0.4	1.1	2

Other results
SMILES	A3G deaminase	hIAP block	mIAP block	APOBEC3A inh	beta cell repl	mIAP activ	MPTP block	hIAP activ	GRIN3A LBD mod
O=C1CC(C(=O)N2CCCc3ccccc32)CN1c1ccc(Cl)cc1 (stereo unspecified)	-2	-2	-4	-5	-1	1	0.1	1	1
CC(C)(C)c1cc(OC(=O)c2ccccc2F)ccc1O	-7	4	11	-3	-5	0.89	0.2	0.96	-10
CC1CN(c2ncnc3c2oc2ccccc23)CC(C)O1 (stereo unspecified)	4	-9	-11	4	0	1.1	-5.8	1.1	1
O=C(Nn1cnnc1)c1cc2c(s1)CCCC2	-4	5	1	6	1	0.99	-2.8	0.95	0
O=C(O)c1cccc(Nc2nc(Nc3ccccc3)nc(N3CCCC3)n2)c1	8	-5	-3	0	-3	1	-0.7	1	4
COc1ccc(CC(NC(C)=O)C(=O)NC2CCN(c3nnnn3-c3ccccc3)CC2)cc1 (stereo unspecified)	-3	-15	-3	-2	1	1	0.4	1.1	-3
CC(C)Cn1cc(C(=O)N2CCC(C)CC2)c2c3ccccc3n(C)c2c1=O	-4	-7	5	-1	-1	0.95	0.9	1.1	-3
CCN(Cc1ccccc1)C(=O)C1CCN(Cc2sccc2C)CC1	-7	-21	-6	-4	1	1.1	1.4	1.2	-3
C/C(=N\N=C(N)N)c1cccc(Cl)c1	-5	6	8	4	1	0.92	55*	0.94	-3
O=C(Nc1ccc2[nH]ncc2c1)c1ccccc1Br	-22	-6	3	-6	0	0.97	0.8	1.1	1
